Screening results from PubChem.
Dynein cargo inh: blocks dynein driven cargo transport along microtubules; z-score, hits read low; hit rate 0.47% among 220,000; AID 1381; 3617.4 mouse cells, GR-EGFP nuclear translocation imaging; test concentration mostly 20 µM; stimulated with dexamethasone, 1 µM; hits give low values;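 active = plate z-score of nuclear minus cytoplasmic receptor signal below a set negative limit, without overly bright fluorescence or cell loss, cut at about -3.5 in these data, passing the limit was not always enough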;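 note: z-score of nuclear minus cytoplasmic ring GR-EGFP intensity difference per well; some compounds called inactive have numbers as strong as hits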
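Medium: Induction medium lacking tetracycline, stripped serum | Probe or stimulus: 1.0 µM final dexamethasone stimulus | Schedule: 48 h induction, then 1 h compound, then 30 min agonist, 37 °C | Signal: Automated 10x imaging of fixed Hoechst-stained cells | Evaluation: Per-cell GR-EGFP intensity, nucleus versus surrounding cytoplasmic ring, well-averaged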
NOD1 NF-kB reporter: NOD1 signaling inhibitors, primary screen, cell-based, luminescence, uHTS (AID 1578). NOD1-driven NF-kB luciferase reporter cells, luminescence; higher % means a stronger effect. one-dose inhibition, % at 4 µM; EC50 in µM for titrated hits. hit rate 1% among 290,000; in the data active = inhibition mostly above about 36%, no sharp cut-off; inactive = mostly below about 34%;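 note: HEK-293T reporter cells stimulated with the NOD1 agonist gamma-tri-DAP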
HEK293 NOD2/NF-kB: NOD2 signaling inhibitors, cell-based, luminescence, uHTS, HEK293 (AID 1566) | inhibition, % at 4 µM, or EC50 in µM where a hit was titrated | hit rate 0.63% among 290,000 | HEK293 NOD2/NF-kB luciferase reporter, luminescence; higher % means a stronger effect; in the data active = inhibition above about 50%; note: many of its hits are not listed in these tables
Yfh1-off respiration: mitochondrial function rescue without frataxin homolog – Friedreich's ataxia, plus single-dose screen, dose response (AID 1465); S. cerevisiae Yfh1-off respiration, WST-1 reduction, 72 h; higher fold induction means a stronger effect; fold induction at 50 µM, or EC50 in µM where a hit was titrated; hit rate 0.074% among 220,000;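 active = fold induction of absorbance versus untreated yeast above a set limit, then at least 30% activation at any dose in follow-up; inconclusive = repeats straddling the limit, or above it without dose testing; inactive = fold induction below the set limit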;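 note: activators that raise dye reduction in frataxin-depleted yeast; strong numbers were not always called active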
M17LAP inhibition: P. falciparum M17LAP inhibitors, primary screen, biochemical, fluorogenic H-Leu-NHMec substrate, 1536-well (AID 1619); recombinant M17LAP, H-Leu-NHMec fluorogenic kinetic assay; higher % means a stronger effect; inhibition, % at 30 µM, or IC50 in µM where a hit was titrated; hit rate 0.38% among 220,000;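 active = compound inhibiting the enzyme by more than half at any dose during confirmatory dose-response retesting; inconclusive = strong single-dose inhibitors picked by rank but not retested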;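 note: plate controls were full reaction with DMSO carrier for no effect and no enzyme background for full effect; strong numbers were not always called active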
MT stabilizer: microtubule stabilization, imaging screen. hit rate 0.83% among 200,000. HeLa tubulin immunostaining HCS, 24 h; share of cells brighter than vehicle mean+2SD. % tubulin-high responders, % at 10 µM. AID 2205;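 active = plate Z-score above 3 for both tubulin-high and condensed-nucleus cell shares, with cell loss under 80%, at 10 µM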;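 note: anti alpha tubulin signal scored within the nucleus-defined area of each cell; some results filed as inactive read as strong as hits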
bCat nuc transl: alters nuclear translocation of beta-catenin in HeLa cells | immunofluorescence imaging | nuclear translocation activity, % at 5 µM | hit rate 0.3% among 190,000 | AID 1665;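 active = nuclear translocation activity above 50% at 5 µM, with a well cell count of 50 or more; inconclusive = wells under 50 cells across six images, flagged as toxic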;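 note: per-cell ratio of nuclear to cytoplasmic median beta-catenin stain intensity; plate controls were DMSO negative control for no effect and GSK-3 inhibitor IX positive control for full effect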
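test system = HeLa cells, endogenous beta-catenin | dosing = single 5 µM dose plus 0.02–20 µM confirmation series | times = compound treatment 24 h, 37°C, 5% CO2 | technique = beta-catenin immunofluorescence imaging with DAPI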
Autophagy mod: autophagy modulation, high-content screen. AID 463193. hit rate 0.98% among 190,000. MEF GFP-LC3 puncta imaging; test concentration mostly 10 µM. calls only at 10 µM (by protocol);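 active = percentage of spot-positive cells more than 3 SD above its plate mean, without a fluorescence outlier flag or 80% toxicity; inconclusive = no clear call, values can overlap the other calls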;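 note: spot-positive cell cutoff set from DMSO-treated cells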
Insulin prom up: MIN6 insulin promoter up-regulation. hit rate 0.3% among 190,000. MIN6 insulin promoter-GFP reporter, high-content imaging; hits give high values. z-score at 5 µM. AID 1625;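 active = z-score above 3 at 5 µM with at least 500 cells counted in the well; inconclusive = wells under 500 cells, flagged as cytotoxic or low count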
Dynein cargo inh cytoplasmic EGFP: further read-out of Dynein cargo inh, marked with its call; z-score; measured here: cytoplasmic GR-EGFP intensity; hits give high values
Dynein cargo inh nuclear GR-EGFP: also measured in Dynein cargo inh; calls as there; z-score; measured here: nuclear GR-EGFP intensity;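 lower value marks the stronger effect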
Dynein cargo inh cell count: also measured in Dynein cargo inh; calls as there; z-score; measured here: cell count per field
Insulin prom up cell count: also measured in Insulin prom up; calls as there; cell count; measured here: cytotoxicity, nuclei count;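 total cells summed across four imaged fields per well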
bCat nuc transl cell count 5 µM: second read-out of bCat nuc transl, no call of its own (marks repeat the call); cell count; measured here: cell count, cytotoxicity flag
MT stabilizer Hoechst-high %: also measured in MT stabilizer; calls as there; % Hoechst-high responders; measured here: nuclear condensation Hoechst responders;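 share of cells brighter than vehicle mean plus two SD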
MT stabilizer cytotoxicity %: further read-out of MT stabilizer, marked with its call; toxicity, %; measured here: cytotoxicity by cell density;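 0% = mean cell density of plate MIN control wells and 100% = no cells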
Autophagy mod cell loss 18 h: further read-out of Autophagy mod, marked with its call; toxicity, %; measured here: cell loss, nuclei count;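 cell loss after 18 h compound exposure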
Starred values were filed as active, the others as inactive; i = inactive; ? = inconclusive; . = not tested or not shown. This is a subset. The share of hits here may be higher or lower than overall.

Sample of the layout, 2 compounds:
Each structure is followed by: M17LAP inhibition | Insulin prom up | Dynein cargo inh nuclear GR-EGFP | Dynein cargo inh cell count | NOD1 NF-kB reporter | Autophagy mod | bCat nuc transl | Dynein cargo inh cytoplasmic EGFP | HEK293 NOD2/NF-kB | Insulin prom up cell count | Dynein cargo inh | Yfh1-off respiration | bCat nuc transl cell count 5 µM | MT stabilizer | MT stabilizer Hoechst-high % | MT stabilizer cytotoxicity % | Autophagy mod cell loss 18 h
COC(=O)C1=NN(C(=O)c2cccc(Br)c2)C(O)(c2ccc(Cl)cc2)C1 (stereo not given)
→ 1% | 0.17 | -0.056 | 0.13 | -39% | i | 4.7 | -0.3 | 12% | 1374 | -0.39 | i | 1133 | 6.0 | 1.5 | 3.8 | 15
Cc1cc(/C=C(\C#N)C(=O)O)c(C)n1CCC(C)C
→ 31% | 0.15 | 1.1 | -0.86 | 11% | . | 1.8 | -0.29 | -25% | 909 | 1.3 | i | 1318 | . | . | . | .

Main list, from the first entry:
Each structure is followed by: M17LAP inhibition | Insulin prom up | Dynein cargo inh nuclear GR-EGFP | Dynein cargo inh cell count | NOD1 NF-kB reporter | Autophagy mod | bCat nuc transl | Dynein cargo inh cytoplasmic EGFP | HEK293 NOD2/NF-kB | Insulin prom up cell count | Dynein cargo inh | Yfh1-off respiration | bCat nuc transl cell count 5 µM | MT stabilizer | MT stabilizer Hoechst-high % | MT stabilizer cytotoxicity % | Autophagy mod cell loss 18 h
COC(=O)C1=NN(C(=O)c2cccc(Br)c2)C(O)(c2ccc(Cl)cc2)C1 (stereo not given)
→ 1% | 0.17 | -0.056 | 0.13 | -39% | i | 4.7 | -0.3 | 12% | 1374 | -0.39 | i | 1133 | 6.0 | 1.5 | 3.8 | 15
Cc1cc(/C=C(\C#N)C(=O)O)c(C)n1CCC(C)C
→ 31% | 0.15 | 1.1 | -0.86 | 11% | . | 1.8 | -0.29 | -25% | 909 | 1.3 | i | 1318 | . | . | . | .
COc1ccc(-c2ccc(CCC(=O)O)n2CC2CCCO2)cc1 (stereo not given)
→ -36% | 0.29 | -0.19 | 0.72 | -26% | i | -1.7 | -0.18 | -1% | 1203 | -0.38 | i | 1140 | 2.2 | 2.7 | 1.5 | 21
CCOC(=O)N1CCN(S(=O)(=O)c2ccc(C)c(C)c2C)CC1
→ -7% | . | 1 | 0.058 | -5% | i | -0.6 | -0.28 | -1% | . | 1.5 | i | 1044 | 3.9 | 2.3 | 18 | 0
CCCOc1ccc2c3c(c(=O)oc2c1)CCCC3
→ -5% | 0.17 | -0.04 | 0.45 | -30% | i | 2.0 | -0.11 | -15% | 1242 | -0.0044 | i | 1178 | 3.0 | 3.4 | 7.9 | -12
O=C1CS/C(=N\NC(=O)c2ccccc2)N1
→ 18% | 0.04 | 0.018 | 0.43 | -7% | . | 0.0 | -0.27 | 9% | 1060 | 0.9 | i | 1324 | . | . | . | .
CCn1c(SCc2nc3ccccc3c(=O)[nH]2)nc2ccccc2c1=O
→ 1% | -0.55 | 0.33 | 0.058 | -13% | i | -0.7 | -0.23 | 0% | 1106 | -0.33 | i | 1203 | 2.5 | 0.1 | 67 | 2
O=C(c1ccccc1)[C@@H]1[C@@H]2C(=O)N(c3ccc(F)cc3)C(=O)[C@@H]2C2CCCN21 (stereo not given in full)
→ 5% | 0.07 | -0.77 | 1.1 | -14% | . | 0.8 | -0.23 | 6% | 1473 | -1 | i | 1256 | . | . | . | .
COc1ccc(C)cc1NC(=O)C(OC(=O)CNC(=O)c1cc(C)cc(C)c1)c1ccccc1 (stereo not given)
→ 10% | 0.05 | -0.5 | 0.46 | 2% | i | 2.4 | -0.28 | 8% | 1348 | -0.7 | i | 1071 | 5.1 | 3.4 | 6.0 | 5
CCOC(=O)N1CCN(CC(O)COc2ccccc2C(C)CC)CC1 (stereo not given)
→ 2% | -0.11 | -0.015 | 0.7 | -4% | i | 5.5 | -0.24 | -16% | 1176 | 0.3 | i | 1222 | 5.3 | 1.3 | 4.7 | -3
CCN(CC)S(=O)(=O)c1ccc(C(=O)Nc2ccc3c(c2)OCO3)cc1
→ 1% | -0.31 | 0.21 | 0.72 | -43% | i | 0.6 | -0.32 | -2% | 1278 | -0.49 | i | 1135 | 4.1 | 1.5 | 5.1 | 12
Cc1ccc2c(c1)N(Cc1ccncc1)C(=O)C(C)O2 (stereo not given)
→ -11% | 0.37 | 0.45 | 0.19 | -13% | i | -2.3 | -0.22 | 16% | 1082 | 0.92 | i | 1001 | 3.9 | 2.8 | 8.9 | -2
COc1ccc(C(=O)C[n+]2ccc3c(c2)nc(-c2ccc(OC)cc2OC)n3C)cc1
→ 10% | -1.6 | 0.62 | 0.26 | 10% | i | -0.3 | -0.17 | -7% | 1465 | 0.13 | i | 1413 | 3.4 | 1.2 | 4.6 | 22
CCOC(=O)[C@H]1NN=C(C(=O)OC)[C@@H]1c1ccccc1
→ -3% | 0.82 | -0.64 | 0.53 | 4% | i | 0.3 | -0.29 | 8% | 1259 | -0.54 | i | 501 | 7.1 | 3.3 | 9.1 | -12
NS(=O)(=O)c1ccc(CNC(=O)/C=C/c2ccc(S(=O)(=O)N3CCOCC3)cc2)cc1
→ 9% | 0.63 | 0.12 | 0.38 | -8% | . | 0.5 | -0.21 | 4% | 1043 | -0.89 | i | 1372 | . | . | . | .
O=C(CSc1nnc(-c2ccco2)o1)N1c2ccccc2CCc2ccccc21
→ -4% | . | -0.19 | 0.1 | 22% | i | . | -0.26 | 15% | . | 0.019 | i | . | 2.7 | 2.2 | 7.9 | 9
O=C(Nc1cc(=O)[nH]c2ncnn12)c1ccc(Cl)cc1Cl
→ 10% | -0.37 | 0.024 | 0.58 | -15% | i | -1.0 | -0.18 | 6% | 1523 | -0.87 | i | 1005 | 3.2 | 2.2 | 4.5 | 4
CCOC(=O)C1CCN(Cc2ccc(N(C)C)cc2)CC1
→ 2% | -0.51 | -0.12 | 0.092 | -18% | i | . | -0.2 | -12% | 1317 | -0.74 | i | . | 3.1 | 1.8 | 1.9 | -9
CN(CCO)c1cc(N2CCCCC2)c2nonc2c1[N+](=O)[O-]
→ 28% | -0.72 | -0.41 | 1.3 | -35% | i | -0.2 | -0.28 | 3% | 1168 | -0.19 | i | 1090 | 1.9 | 2.2 | 10 | 2
O=C(Cc1cc(=O)[nH]c(=O)[nH]1)NCc1ccccc1
→ 2% | 0.24 | 0.59 | -0.28 | -16% | i | -0.8 | -0.18 | -1% | 1152 | -0.42 | . | 586 | 3.8 | 4.8 | 11 | 1
O=C(c1ccccc1)C(Cn1cncn1)C(Sc1ccccc1)c1ccccc1 (stereo not given)
→ 7% | -0.08 | -0.24 | -0.041 | 36% | i | -0.4 | -0.28 | -8% | 943 | -0.06 | ? | 1202 | 2.4 | 2.2 | 4.6 | -33
O=C(Cc1cccc2ccccc12)N1CC[C@@]2(O)CCCC[C@H]2C1
→ 8% | -0.22 | 0.3 | -0.077 | -9% | . | -0.2 | 0.17 | 9% | 1221 | -0.36 | i | 1388 | . | . | . | .
COc1cccc(OC)c1C(=O)Nc1ccccc1N1CCCC1
→ 6% | 1 | -0.19 | 0.81 | 5% | i | -1.4 | -0.28 | 10% | 1238 | -0.26 | i | 988 | 3.8 | 1.6 | 4.1 | 2
CC(=O)c1cccc(NC(=O)C2CCN(S(=O)(=O)c3ccccc3)CC2)c1
→ -5% | 0.23 | 0.089 | 1.5 | -16% | i | 0.3 | -0.24 | 6% | 963 | -0.54 | i | 1265 | 2.0 | 1.7 | 3.9 | -11
CCC(=O)NC(C)c1nc2ccccc2n1C (stereo not given)
→ 5% | -0.96 | -0.15 | 0.069 | . | i | -0.5 | -0.2 | 1% | 1164 | -0.83 | i | 1116 | 1.9 | 4.1 | 12 | -6
C=CCC(CC=C)(NC(=O)c1ccccc1)c1ccccc1
→ 12% | 2.4 | 1.1 | -0.52 | 6% | i | -0.2 | -0.12 | 3% | 1625 | 0.61 | i | 1302 | 2.2 | 1.6 | 7.4 | -22
CCc1ccc(NC(=O)C2CCCN(S(C)(=O)=O)C2)cc1 (stereo not given)
→ -5% | -0.25 | 0.17 | 0.4 | -43% | i | -1.6 | -0.3 | -2% | 1510 | 0.15 | i | 1019 | 0.9 | 2.2 | 10 | 11
O=C(Nc1ccc(Cl)cc1Cl)NC1CCN(S(=O)(=O)c2ccc(F)cc2)CC1
→ -12% | -0.12 | -0.088 | 0.28 | -4% | . | -0.3 | -0.13 | 5% | 1160 | -1 | i | 1244 | . | . | . | .
c1coc(CN=C2NC(=NCc3ccco3)c3ccccc32)c1
→ 7% | . | 1.7 | -1.7 | 23% | i | -6.4 | -0.1 | 12% | . | 2.5 | i | 1039 | 4.6 | 4.0 | 7.5 | 3
CC(=O)Nc1ccccc1NC(=O)c1cc(C)cc(C)c1
→ 5% | -0.04 | 0.49 | 0.2 | -17% | i | 1.2 | -0.35 | 14% | 1372 | 0.099 | i | 1464 | 4.0 | 2.9 | 5.8 | 2
Cc1ccc(OCCNS(=O)(=O)c2cccs2)cc1
→ -28% | 0.77 | -0.15 | 0.52 | -48% | i | -2.6 | -0.17 | -27% | 1231 | -0.54 | i | 805 | 1.9 | 1.8 | 9.4 | -10
Cc1c(-c2cccc(NC(=O)c3ccco3)c2)nc2ncccn12
→ i | 0 | 0.21 | -0.28 | -19% | i | -1.5 | -0.17 | 0% | 1178 | 0.31 | i | 1132 | 3.8 | 2.5 | 7.9 | 11
